# Source: PubChem BioAssay
# CXXC DNA block: qHTS Fluorescence Polarization Assay for Inhibitors of MLL CXXC domain - DNA interaction | Histone-lysine N-methyltransferase 2A (Homo sapiens), Q03164 | MLL-CXXC / FITC-HOXA9 DNA fluorescence polarization | Potency, µM (series often up to 115 µM), without a hit: at the top dose activity change, negative = inhibition, most hits filed as inhibitors | actives 0.037% (n = 290,000) | AID 2662, 2010; active means well fitted inhibition curve with a large enough effect in the polarisation, with a control signal flat, not every such curve was filed as active; inconclusive means small, poorly fitted or top-dose-only effect, or effect the other way, or a change in a side signal; inactive means no such curve, though single readings can be large or run the other way; the % refers to the polarisation; further: potency means the concentration at half of the fitted maximal effect
#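 Steps: dispense CXXC domain solution (7 uM) → pin compounds or unlabeled HOX-A9 DNA control → 5 min ambient → add FLSN-HOX-A9 solution (50 nM) → spin → 30 min ambient → fluorescence polarization. Tris pH 7.5/NaCl/DTT/BSA buffer.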
# p53 reactivation: qHTS assay for re-activators of p53 using a Luc reporter; actives 0.063% (n = 320,000); H1299 p53-A138V BP100-luciferase reporter, luminescence, 24 h; AID 504706, 2011; Potency, µM (doses to about 92.2 µM), without a hit: at the highest dose activity change, positive = activation, most hits filed as activators; further: potency means the concentration at half of the fitted maximal effect; % of control where 0% means no effect; nearly all actives have a fitted effect of over 45% in size
#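 H1299 (p53-null), stable ts p53-A138V + BP100-Luc; 1000 cells/well, Opti-MEM/10% FBS; cpd 4 pt, 1:5; 24 h, 37 deg C, 5% CO2; detection reagent 10 min RT; luminescence.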
# Integrin act MD: qHTS for Activators of Integrin-Mediated Alleviation for Muscular Dystrophy. alpha7betagal myoblasts, beta-gal FDG fluorescence, 48 h. Potency, µM (titrated, usually from 38.3 µM), inactives show at the top dose activation, most hits filed as activators. actives 0.064% (n = 350,000);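 further: potency means the concentration at half of the fitted maximal effect; 100% = response of the positive control SU9516; nearly all actives have a fitted effect of over 60% in size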
#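 Alpha7betagal+/- myoblasts (passage 13) were plated 16-24 hr, then exposed to compounds (1:260 dilution of DMSO stock) for 48 hours at 37C. After MPER lysis, β-galactosidase reporter activity was read as FDG fluorescence (ex 480/em 540) after 30 minutes.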
# TRPV1 agonist: HTS Assay for Compounds that Act as Agonists of the Vanilloid Receptor 1. Transient receptor potential cation channel subfamily V member 1 (Homo sapiens), Q8NER1. TRPV1-expressing cells, Fluo-8 calcium influx, agonist mode. activation, % at 8.33 µM. actives 0.19% (n = 320,000). AID 540275, 2011; in the data active means activation above about 80%; inconclusive means between about 30% and that limit; further: 0% is about no effect
#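 TRPV1-expressing cells were cultured overnight at 35.5C and loaded with Fluo-8 calcium dye for 40 to 90 min at room temperature. After a 10 s baseline, compound was added and calcium influx was read kinetically for 3 min (ex 480/em 520 nm).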
# A-T KAP1 phos: qHTS Assay for Identifying a Potential Treatment of Ataxia-Telangiectasia. […] A-T fibroblasts, KAP-1 phosphorylation AlphaLISA; neocarzinostatin DNA damage 30 min before lysis. Potency, µM (highest dose often 57.5 µM), without a hit: at the top dose activation, most hits filed as activators. actives 0.19% (n = 320,000). AID 485349, 2010; further: potency means the concentration at half of the fitted maximal effect; % of control where 0% means no effect; nearly all actives have a fitted effect of over 45% in size
#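 hTERT-immortalized A-T patient fibroblasts ([…]), 500 cells/well in OPTI-MEM, 1% FBS, got compounds for 60 min, then NCS for 30 min at 37C. Lysates were then assayed for phospho-KAP-1 by AlphaLISA (anti-pKAP1 donor, anti-KAP1 acceptor beads), 6 hr at 25C.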
# PTAP TSG101 blk: qHTS Assay for Iinhibitors of HIV-1 Budding by Blocking the Interaction of PTAP/TSG101 | Tumor susceptibility gene 101 protein (Homo sapiens), Q99816 | AID 493005, 2010 | Potency, µM (series often up to 115 µM), inactives show at the highest dose activity change, negative = inhibition, hits mostly inhibitors | 340,000 tested, under 10 active | Fluorescence polarization, FITC-PTAP peptide / Tsg101 binding; active means well fitted inhibition curve with a large enough effect in the main read-out, with a control signal flat, not every such curve was filed as active; inconclusive means small, poorly fitted or top-dose-only effect, or effect the other way, or a change in a side signal; inactive means no such curve, though single readings can be large or run the other way; further: potency means the concentration at half of the fitted maximal effect; % of control where 0% means no effect
# Target sequence (Q99816 whole entry, looked up): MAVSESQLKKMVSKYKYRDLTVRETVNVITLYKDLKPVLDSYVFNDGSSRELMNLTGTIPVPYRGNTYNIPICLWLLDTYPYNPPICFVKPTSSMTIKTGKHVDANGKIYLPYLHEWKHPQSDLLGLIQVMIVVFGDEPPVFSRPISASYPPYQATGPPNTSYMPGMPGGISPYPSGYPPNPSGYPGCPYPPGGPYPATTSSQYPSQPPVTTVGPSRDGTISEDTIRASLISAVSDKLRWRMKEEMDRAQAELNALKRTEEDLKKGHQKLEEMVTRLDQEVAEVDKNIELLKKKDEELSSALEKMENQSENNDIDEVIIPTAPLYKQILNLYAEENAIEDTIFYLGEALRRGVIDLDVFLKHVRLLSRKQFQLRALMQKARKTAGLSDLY
#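 Fluorescence polarization binding of Tsg101 binding domain (10 uM final) to FITC-labeled PTAP peptide (50 nM final) in HEPES pH 7.5 buffer with NaCl, Tween 20, EDTA, TCEP. Compounds added before peptide; binding 20 min at RT.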
# BRCA1 expr up: qHTS Assay to Identify Small Molecule Activators of BRCA1 Expression; Potency, µM (titrated, usually from 46.1 µM), for the others: top-dose activation, most hits filed as activators; MCF7-BRCA1-FFLuc reporter, luminescence, 48 h; response scale: scaled: vehicle 0%, 10 µM genistein 100%; actives 1.1% (n = 380,000); AID 624202, 2012; further: potency means the concentration at half of the fitted maximal effect; nearly all actives have a fitted effect of over 80% in size; some results filed as inactive show a strong effect at the top dose
#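 Activators of BRCA1 expression were detected as increased firefly luciferase luminescence in engineered MCF7 cells after 48 h compound incubation. Signals were scaled to genistein 10 microM as full activation.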
# B2AR arrestin: qHTS assay of beta-arrestin-biased ligands of beta2-adrenergic receptor; AID 492947, 2010; Potency, µM (titrated, usually from 46.1 µM), for the others: at the highest dose activation, usual class: activators; actives 0.02% (n = 330,000); beta-arrestin recruitment to beta2AR, cell-based reporter; Beta-2 adrenergic receptor (Homo sapiens), P07550;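 further: potency means the concentration at half of the fitted maximal effect; 0% = DMSO controls and full agonism = EC100 isoproterenol or metaproterenol; nearly all actives have a fitted effect of over 65% in size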
# Target sequence (P07550 whole entry, looked up): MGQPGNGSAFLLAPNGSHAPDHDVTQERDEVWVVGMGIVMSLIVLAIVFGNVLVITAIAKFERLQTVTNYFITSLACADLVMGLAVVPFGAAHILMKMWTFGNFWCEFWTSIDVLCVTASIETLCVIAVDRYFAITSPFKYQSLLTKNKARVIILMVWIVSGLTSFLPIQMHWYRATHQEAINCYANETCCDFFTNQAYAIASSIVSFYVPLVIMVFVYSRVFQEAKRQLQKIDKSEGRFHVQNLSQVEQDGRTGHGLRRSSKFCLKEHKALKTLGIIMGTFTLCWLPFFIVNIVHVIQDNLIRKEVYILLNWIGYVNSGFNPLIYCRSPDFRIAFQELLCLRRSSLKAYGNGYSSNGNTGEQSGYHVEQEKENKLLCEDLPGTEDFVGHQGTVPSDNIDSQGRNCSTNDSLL
# ELG1 repair inh: qHTS screen for small molecules that inhibit ELG1-dependent DNA repair in human embryonic kidney (HEK293T) cells expressing luciferase-tagged ELG1; actives 2.3% (n = 330,000); Potency, µM (titrated, usually from 46.1 µM), for inactives: at the highest dose activity change, negative = inhibition, hits mostly inhibitors; AID 504467, 2011; HEK293T ELG1-luciferase reporter, luminescence, 16 h; DNA damage induced by 5-fluorouridine; further: potency means the concentration at half of the fitted maximal effect; on the % scale 0 is the no-effect control and ±100 the full control effect; nearly all actives have a fitted effect of over 55% in size
#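 HEK293T cells expressing luciferase-tagged ELG1 (2,000/well) received 5-Fluorouridine plus compound or DMSO for 16 hr at 37 °C. Luciferase was read by ONE-Glo luminescence after 30 min at room temperature.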
# TCR act: Activators of T cell receptors: qHTS campaign | 330,000 tested, under 10 active | Potency, µM (doses to about 9.22 µM), for inactives: at the top dose activation of IL-2 secretion, actives largely listed as activators | primary human leukocytes, anti-CD3, IL-2 HTRF, 48 h | AID 504894, 2011; further: % of control where 0% means no effect
#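 HTRF read-out of IL-2 secretion: europium cryptate donor excited at 320nm, d2 acceptor emission at 665nm. Cells were primary human leukocytes incubated 48 hr with compounds and a-CD3 beads, supplying TCR signal only.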
# * hit, by the source's call; ? = inconclusive; . = no result given; [ ] = another dose, or the depositor's remark. Unless noted, the call rests on the fitted dose curve; in most records, active means well fitted curve in the direction sought with a large enough effect; inconclusive means small, poorly fitted or top-dose-only effect, or another doubt; inactive means no such curve, though single readings can be large; an effect the other way counts as inactive or inconclusive. Not a hit list; 3.8% or so of the library scored in one or more.
SMILES,CXXC DNA block,p53 reactivation,Integrin act MD,TRPV1 agonist,A-T KAP1 phos,PTAP TSG101 blk,BRCA1 expr up,B2AR arrestin,ELG1 repair inh,TCR act
O=C(NCc1ccc(Cl)cc1)C(=O)NCC(c1ccco1)N1CCOCC1 (stereo not given),0%,8%,22%,-4,-1%,1%,4%,0.4%,-1%,5%[46.1 µM]
COC(=O)c1c(NC(=O)c2ccc(Br)o2)sc(C)c1C,35%[activator],32%,20%,-1,-14%,-1%,-57%,0.2%,-4%,-4%
CN(C)CCN1C(=O)C(=O)/C(=C(/O)c2ccc(OCc3ccccc3)cc2)C1c1ccncc1 (stereo not given),0%,5%,-9%,-1,1%,-5%,-13%,0.5%,?,-1%
COc1ccccc1N1CCN(C(=O)CN(CCc2ccccc2)S(C)(=O)=O)CC1,-21%,?,-7%,1,2%,-3%,-38%,-0.7%,?,0%
COc1ccccc1-n1cc(CN2CCN(C3CCCC3)C(CCO)C2)cn1 (stereo not given),-1%,5%,-11%,-1,1%[11.5 µM],-9%,0%,0.1%,2%,1%
CCOC(=O)c1c(-c2ccc(OC)cc2)csc1NC(=O)CCN1C(=O)c2ccccc2C1=O,-6%,-5%,-21%,0,0%,-4%,-27%,0.2%,?,0%
CC1CN(C(=O)c2cc(COc3c(F)cccc3F)on2)CCN1C (stereo not given),.,.,16%,.,.,1%,54%,.,.,3%
CC(C(=O)NCC1CCCO1)c1ccc([N+](=O)[O-])cc1 (stereo not given),-2%,-3%,?,4,-1%,-3%,5%,-1.2%,-9%,3%
O=C(CCl)Nc1cccc(S(=O)(=O)NC2=NCCCCC2)c1,.,-22%,-85%[inhibitor],.,14%,0%,-91%[inhibitor],2.7%,?,-6%
COc1cccc(C(=O)Oc2cc(N)n(S(=O)(=O)c3ccc(C)cc3)n2)c1OC,11%,2%,3%,.,2%,2%,-12%,0.1%,2%,-1%
O=C(N/N=C/c1ccc(F)cc1)c1ccncc1,4%,.,3%,8,-5%,-1%,18%,-1.4%,21%,.
Cc1ccc(NC(=O)Nc2ccc(F)c(Cl)c2)cc1,5%,-6%,-29%,7,1%,-1%,?,-0.4%,?,4%
Cc1nn(C)c(C(=O)NC2C3CC4CC(C3)CC2C4)c1Cl (stereo not given),-1%,-2%,12%,9,1%,0%,-27%,0.3%,2%,0%[46.1 µM]
CC(Sc1nnc(Cc2cccs2)n1C1CCCCC1)C(=O)N1CCc2ccccc21 (stereo not given),2%,0%,10%,0,0%,1%,-35%,0.3%,-4%,4%
CCOC(=O)C1CSC(CC(=O)Nc2ccc(Cl)c(Cl)c2)C(=O)N1 (stereo not given),-11%,.,-16%,1,.,-3%,-35%,.,.,0%
O=c1oc2c3c4c(cc2c2c1CCC2)OCCN4CCC3,0%,-8%,0%,20,25%,?,33%,-0.3%,-16%,-5%
O=C(COC(=O)c1ccccn1)Nc1cccc2ccccc12,6%,8%,4%,0,6%,-5%,-22%,1.1%,-15%,8%
COc1cc(C=NNC(=O)Cn2nc(C)cc2C)ccc1OC(=O)C1CC1,.,-3%,-10%,.,4%,-6%,-31%,-0.1%,8%,1%
Cn1c(=O)[nH]c(=O)c2c1nc(N1CCN(CCO)CC1)n2CCSc1nc2ccccc2s1,-12%,6%,-1%,1,0%,-2%,2%,0.2%,-28%,-5%
N/C(=N\OC(=O)Cc1ccc([N+](=O)[O-])cc1)c1ccc([N+](=O)[O-])cc1,21%,1%,0%,1,4%,-4%,-33%,-0.2%,0%,2%
c1ccc(CNc2nc3ccccc3[nH]2)cc1,-4%,14%,19%,9,10%,-1%,?,0.0%,?,0%
CC(=O)NC(=S)Nc1ccc(S(=O)(=O)N2CCOCC2)cc1,11%,-2%,-7%,3,-1%,1%,-7%,0.4%,0%,-26%
Cc1cc(C)c(C#N)c(SCc2ccc(F)cc2)n1,9%,-5%,-3%,6,3%,0%,-10%,-0.6%,12%,5%
CCOC(=O)N1CCN(C(=O)c2ccc3c(=O)n(-c4ccc(OC)cc4)c(=S)[nH]c3c2)CC1,1%,1%,-4%,-3,-9%,-1%,-3%,-0.6%,?,-8%
Cc1ccc(NC(=O)CN2C(=O)NC3(CCc4ccccc43)C2=O)cc1S(=O)(=O)N1CCCCC1 (stereo not given),.,-15%,-16%,3,-2%,0%,-32%,0.2%,?,-8%
Cc1ccc(C(=O)N2CCC(Cc3ccccc3)CC2)cc1S(=O)(=O)N1CCOCC1,.,-3%,-17%,24,12%,0%,-80%,0.0%,?,-4%
CCOC(=O)N1CCN(C(=S)Nc2cc(S(=O)(=O)N3CCOCC3)ccc2Cl)CC1,4%,-4%,-48%[inhibitor],2,2%,-4%,1%,0.1%,?,11%
CC(C)(C)N(NS(=O)(=O)c1ccc(F)cc1)c1ccccc1,9%,-4%,-3%,3,-2%,1%,-9%,3.4%,13%,-6%
CCc1nc(N2CCC(C)CC2)c2oc3ccccc3c2n1,-5%,?,-36%,?,6%,-2%,-78%,-0.2%,-1%,5%
C#CCN1C(=O)C2C(C(=O)NC)C3C=CC2(O3)C1C(=O)NCc1ccc(OC)cc1 (stereo not given),-3%,-15%,24%,-3,0%,-5%,-11%,0.1%,2%,2%
Cn1c(=O)c(=O)n(C)c2cc(S(=O)(=O)CCC(=O)Nc3cccc(C(F)(F)F)c3)ccc21,5%,-2%,-14%,1,3%,-7%,8%,0.9%,0%,-1%
COCCNS(=O)(=O)c1ccc(OCC(=O)N2CCc3ccccc3C2)c(Cl)c1,-13%,-9%,1%,0,10%,-3%,-5%,-0.8%,-23%,-1%
CCC(C)(C)C1CCc2[nH]nc(C(=O)NC3CCCCC3)c2C1 (stereo not given),.,26%,11%,-1,17%,0%,?,0.5%,?,1%
O=C(CN1C(=O)COc2ccccc21)N(Cc1cccnc1)Cc1ccccc1F,3%,-19%,-14%,6,3%,-8%,-24%,-0.7%,?,0%
Cc1ccc(N/C=C/C(=O)c2ccco2)c(O)c1,22%,18%,-8%,9,0%,0%,2%,0.0%,?,13%
COc1cccc(CNC(=O)c2ccccc2-c2ccccc2)c1,-5%,-3%,-19%,26,-5%,-8%,-29%,0.0%,-1%,-1%

# Record cards, as listed above:
# `CCc1nc(N2CCC(C)CC2)c2oc3ccccc3c2n1` reads CXXC DNA block = -5%; p53 reactivation = ?; Integrin act MD = -36%; TRPV1 agonist = ?; A-T KAP1 phos = 6%; PTAP TSG101 blk = -2%; BRCA1 expr up = -78%; B2AR arrestin = -0.2%; ELG1 repair inh = -1%; TCR act = 5%
# `CC(C)(C)N(NS(=O)(=O)c1ccc(F)cc1)c1ccccc1` reads CXXC DNA block = 9%; p53 reactivation = -4%; Integrin act MD = -3%; TRPV1 agonist = 3; A-T KAP1 phos = -2%; PTAP TSG101 blk = 1%; BRCA1 expr up = -9%; B2AR arrestin = 3.4%; ELG1 repair inh = 13%; TCR act = -6%

# Quoted at random: 3 compounds from above, in no set order.
SMILES,CXXC DNA block,p53 reactivation,Integrin act MD,TRPV1 agonist,A-T KAP1 phos,PTAP TSG101 blk,BRCA1 expr up,B2AR arrestin,ELG1 repair inh,TCR act
C#CCN1C(=O)C2C(C(=O)NC)C3C=CC2(O3)C1C(=O)NCc1ccc(OC)cc1 (stereo not given),-3%,-15%,24%,-3,0%,-5%,-11%,0.1%,2%,2%
O=C(CN1C(=O)COc2ccccc21)N(Cc1cccnc1)Cc1ccccc1F,3%,-19%,-14%,6,3%,-8%,-24%,-0.7%,?,0%
Cc1ccc(NC(=O)CN2C(=O)NC3(CCc4ccccc43)C2=O)cc1S(=O)(=O)N1CCCCC1 (stereo not given),.,-15%,-16%,3,-2%,0%,-32%,0.2%,?,-8%
